Screens (PubChem BioAssay)
SRC2 TRFRET art: flags TR-FRET format artefacts in PPARgamma SRC-2 recruitment agonist screen; TR-FRET artefact counter-screen; stronger effect = higher value; TR-FRET ratio at 8 µM; 200,000 tested, 0.4% active; AID 1049; in the data active means TR-FRET ratio above about 2000; further: inactives centre near 1500
S1P3 antagonist: blocks the human S1P3 receptor. Q99500. AID 485. inhibition, % at 4.98 µM. 170,000 tested, 0.27% active. CHO S1P3 NFAT-BLA reporter, FRET fluorescence, antagonist mode;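 active means inhibition above the plate cutoff, the mean inhibition of test wells on that plate plus 3 SD, cut at about 28% in these data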;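 further: cells challenged with S1P at its EC80 of 0.8 µM; blue over green emission ratio from cleaved BLA substrate after 4 h stimulation; 0% = S1P-stimulated wells and 100% = unstimulated DMSO-only wells; some compounds past the cut are filed as inactive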
Diaphorase act: activates diaphorase or chemically reduces, flagging diaphorase assay artifacts; AID 1229; 190,000 tested, 0.005% active; activation factor at 20 µM; Diaphorase/resazurin coupled assay, resorufin fluorescence, 16 min; stronger effect = higher value; 1 = vehicle wells, 0 = NADH-free wells;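 active means diaphorase activity raised at least twofold by the compound at 20 µM; inactive means activation factor below 2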
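Material: bacterial diaphorase enzyme (C. kluyveri); amount: enzyme 0.07 U/mL final; reagent: NADH substrate 0.114 mM plus resazurin dye 0.1 mM, final; doses: single compound dose of 20 µM, 1% DMSO final; timing: 16 min enzyme reaction, ambient temperature; measured by: fluorescence of resorufin, 544 nm excitation, 590 nm emission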
PPARg SRC1 recr: agonists of human PPARgamma SRC-1 coactivator recruitment; PPARgamma-SRC-1 coactivator recruitment biochemical assay; 200,000 tested, 0.41% active; activation, % at 8 µM; AID 631; in the data active means activation above about 19%;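 further: 0% = DMSO and 100% = reference agonist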
G6PDH CS: inhibits Leuconostoc G6PDH, flagging false hits in G6PDH-based assays | AID 1020 | 200,000 tested, 0.12% active | Purified L. mesenteroides G6PDH, diaphorase/resazurin coupled fluorescence, 45 min | inhibition, % at 5 µM; in the data active means inhibition above about 50%
PMI act satM6P: PMI (human) activation, high substrate | P34949 | coupled PMI enzyme assay, resazurin fluorescence, 20 min; stronger effect = higher value; 1 = untreated enzyme, 0 = substrate-free blank | activation factor at 20 µM | 190,000 tested, 0.34% active | AID 1216;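 active means activation factor of 2 or more at 20 µM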
Target sequence (P34949 whole entry, looked up): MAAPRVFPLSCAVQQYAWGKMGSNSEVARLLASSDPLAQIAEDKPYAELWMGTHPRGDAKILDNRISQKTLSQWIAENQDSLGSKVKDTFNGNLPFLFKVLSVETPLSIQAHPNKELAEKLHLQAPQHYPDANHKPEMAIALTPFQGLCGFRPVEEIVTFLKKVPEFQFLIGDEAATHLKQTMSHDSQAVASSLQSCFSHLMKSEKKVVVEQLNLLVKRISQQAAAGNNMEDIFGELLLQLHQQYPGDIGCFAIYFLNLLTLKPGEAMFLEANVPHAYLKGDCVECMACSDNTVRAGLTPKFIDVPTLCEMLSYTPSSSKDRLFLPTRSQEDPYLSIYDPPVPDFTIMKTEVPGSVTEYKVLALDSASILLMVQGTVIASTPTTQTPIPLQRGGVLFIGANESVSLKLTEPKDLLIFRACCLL
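assay system = human phosphomannose isomerase with PGI, G6PDH, diaphorase coupling enzymes | quantity = 15 ng/mL PMI | incubation = enzyme reaction with compound 20 min at room temperature | medium = HEPES pH 7.4 buffer with MgCl2 and Tween-20 | compound dosing = one concentration, 20 µM, in 1% DMSO | measured by = Diaphorase-driven resazurin-to-resorufin fluorescence, excitation 544, emission 590 nm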
PPARg SRC2 recr: promotes SRC-2 coactivator recruitment by human PPARgamma; P37231; PPARgamma LBD-SRC-2 recruitment, biochemical; activation, % at 8 µM; 200,000 tested, 0.34% active; AID 1032; in the data active means activation above about 22%;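 further: 0% = vehicle and 100% = reference agonist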
Diaph inh CS: counter-screen for diaphorase-based assays: diaphorase inhibitors and chemical oxidizers; diaphorase resazurin-to-resorufin fluorescence, NADH, 16 min; bacterial (C. kluyveri) enzyme, not human; inhibition, % at 20 µM; 190,000 tested, 0.69% active; AID 1217;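 active means primary screen inhibition at 20 µM above a set limit, cut at about 50% in these data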;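 further: plate controls were DMSO with full reaction for no effect and wells lacking NADH for full effect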
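System: Diaphorase enzyme from Clostridium kluyveri | Amount: Enzyme working solution with 0.14 U/mL diaphorase | Benchmarks: No-NADH positive control and DMSO neutral control | Signal: Fluorescence of resorufin formed from resazurin, Ex 544/Em 590 nm | Schedule: 16-min room-temperature incubation before reading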
ROMK primary: modulators of human ROMK potassium channel | Tet-inducible ROMK, thallium flux fluorescence; actives lie on both sides | 130,000 tested, 2% active | P48048 | B-score at 10 µM;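 active means signal ratio slope over the read window, or its plate-corrected B-score, at least 3 SD from the plate mean, either direction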;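 further: B-score of the F/F0 ratio slope over 7 to 12 s after thallium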
Target sequence (P48048 whole entry, looked up): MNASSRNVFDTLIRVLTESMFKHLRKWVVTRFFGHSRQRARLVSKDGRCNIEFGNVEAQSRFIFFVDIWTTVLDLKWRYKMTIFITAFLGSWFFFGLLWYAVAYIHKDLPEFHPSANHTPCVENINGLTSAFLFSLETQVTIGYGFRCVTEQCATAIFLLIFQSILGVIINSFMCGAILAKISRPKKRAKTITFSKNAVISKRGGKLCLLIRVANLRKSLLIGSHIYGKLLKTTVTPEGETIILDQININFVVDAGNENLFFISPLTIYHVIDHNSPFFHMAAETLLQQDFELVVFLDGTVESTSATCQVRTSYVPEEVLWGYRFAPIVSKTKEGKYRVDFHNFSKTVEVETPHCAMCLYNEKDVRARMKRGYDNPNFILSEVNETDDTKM
PPARg SRC3 recr: promotes SRC-3 coactivator recruitment by human PPARgamma. 200,000 tested, 0.26% active. activation, % at 8 µM. P37231. biochemical PPARgamma/SRC-3 coactivator recruitment assay; in the data active means activation above about 23%;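 further: 0% = DMSO and 100% = reference agonist; some compounds past the cut are filed as inactive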
PMI act: phosphomannose isomerase (human) activation; 190,000 tested, 0.005% active; P34949; purified human PMI, coupled resazurin fluorescence, 20 min; stronger effect = higher value; 1 = vehicle control, 0 substrate-free wells; activation factor at 20 µM;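 active means activation factor of 2 or more at 20 µM, relative to plate controls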
* marks the source's active call; other numbers are inactive results; / = no result given.

SMILES	SRC2 TRFRET art	S1P3 antagonist	Diaphorase act	PPARg SRC1 recr	G6PDH CS	PMI act satM6P	PPARg SRC2 recr	Diaph inh CS	ROMK primary	PPARg SRC3 recr	PMI act
O=C(Nc1ccc(Cl)cc1)Nc1cc(S(=O)(=O)N2CCOCC2)ccc1N1CCCC1	1427	7	0.9	7	4	1	-3	9	-1.3	3	1.1
Cc1cc2cc(CN(Cc3cccs3)C(c3nnnn3C(C)(C)C)C(C)C)c3nnnn3c2cc1C (stereo not given)	1465	/	1	0	3	1.1	1	-4	-0.88	-8	1
O=S(=O)(Nc1ccc2c(c1)OCCO2)c1cccc2nsnc12	1653	3	0.9	1	-2	1	-4	11	-0.43	-7	0.9
CC(=O)NC(CC(=O)Nc1ccc(S(=O)(=O)N2CCCC2)cc1)c1ccccc1 (stereo not given)	1544	-4	0.8	-5	6	1	-4	15	/	-4	1
Cc1onc(-c2c(F)cccc2Cl)c1C(=O)NNC(=O)C1CCN(Cc2ccccc2)CC1	1835	-27	0.9	4	5	1	-11	8	-0.7	-2	1.1
O=C1C2N=NN(CC(=O)N3N=C(c4ccccc4)CC3c3ccc([N+](=O)[O-])cc3)C2C(=O)N1c1ccccc1 (stereo not given)	1541	3	0.9	-1	6	0.9	2	12	0.95	1	0.9
COCCNCCCCOc1c(Cl)cc(C)cc1Br	1478	/	1	-2	2	1.1	2	4	/	-14	1
COc1ccccc1N1CCN(CC(=O)Nc2c(C)n(C)n(-c3ccccc3)c2=O)CC1	1652	-14	0.9	2	4	1.1	-4	8	-1.4	3	1.2
C/C(Cl)=C/Cn1c(NCCN(C)C)nc2c1c(=O)n(C)c(=O)n2C	1646	-9	1	4	-12	0.9	4	3	/	-3	0.9
Clc1ccc(-c2nnc(SCc3cn4ccsc4n3)n2CC2CCCO2)cc1 (stereo not given)	1490	-1	1	3	3	1	1	0	/	-2	1
Cn1c(N/N=C/c2ccccc2)nc2sc3c(c2c1=O)CCC3	1531	/	0.6	2	-6	0.9	3	36	/	-2	0.9
CCC1(CC)Cc2ccccc2-c2nc(-c3ccccc3)oc(=O)c21	1505	/	0.9	0	5	0.9	-1	14	0.24	-11	0.8
CC1(C)CC2CC(C)(CN2S(=O)(=O)c2ccc(C(=O)Nc3cc(S(=O)(=O)N4CCOCC4)ccc3Cl)cc2)C1 (stereo not given)	1545	5	0.8	-5	1	0.8	-7	19	/	-9	1
O=c1[nH]c(/C(Cl)=C/c2cccc(F)c2)nc2cc(C(F)(F)F)ccc12	1809	5	1.2	5	0	1.1	5	-16	0.16	6	1.1
O=C(c1ccco1)N1CCN(c2ncnc3c2nnn3Cc2ccccc2Cl)CC1	1492	/	1.1	-9	7	1	-14	-7	-5.1*	6	1.1
CC(C)(C)C1(C)OC(C(=O)NC2CCCCC2)C(C(=O)NC2CCCCC2)O1 (stereo not given)	1668	/	1	6	2	1	2	0	/	-3	0.9
CC(C)c1ccc(NC(=O)C2CCCN(S(=O)(=O)c3cnc[nH]3)C2)cc1 (stereo not given)	1614	5	0.9	7	-2	1	13	14	/	10	1
Cc1nc(-c2ccccc2)nc(Cl)c1Cl	1691	-20	1	4	0	1	4	-2	0.92	2	1
CCOc1ccc(N2C(=O)c3ccc(C(=O)OCC(=O)N(CC)C4CCS(=O)(=O)C4)cc3C2=O)cc1 (stereo not given)	1484	17	0.7	9	0	0.8	-1	27	-0.045	1	0.8
O=C(Nc1ccccc1)c1ccccc1O	1671	-22	0.8	4	8	0.9	1	21	/	5	1

ROMK primary, what is marked active above
| Molecule | S1P3 antagonist | Diaphorase act | PPARg SRC1 recr | G6PDH CS | PMI act satM6P | PPARg SRC2 recr | ROMK primary | PPARg SRC3 recr | PMI act |
| --- | --- | --- | --- | --- | --- | --- | --- | --- | --- |
| O=C(c1ccco1)N1CCN(c2ncnc3c2nnn3Cc2ccccc2Cl)CC1 | / | 1.1 | -9 | 7 | 1 | -14 | -5.1* | 6 | 1.1 |

(more compounds)
SMILES	SRC2 TRFRET art	S1P3 antagonist	Diaphorase act	PPARg SRC1 recr	G6PDH CS	PMI act satM6P	PPARg SRC2 recr	Diaph inh CS	ROMK primary	PPARg SRC3 recr	PMI act
C=CCOC(=O)CSCC(NC(=O)OC(C)(C)C)C(=O)OCC (stereo not given)	1476	/	0.9	-5	5	1	0	6	/	1	1
CN1CCCN(C(=O)CNC(=O)Cc2ccccc2)CC1	1549	-20	1	-11	5	1	-3	3	-0.73	-3	1
CCOc1ccccc1OCCCC(=O)Nc1nc2ccccc2[nH]1	1546	-4	1.2	5	-2	1.1	3	-18	0.32	-1	1.2
COCCNC(=O)c1ccc(C)cc1C	1614	-16	1	13	3	1	6	-4	0.37	7	1
Cc1cc(Cl)ccc1OCC(=O)N[C@@H](Cc1ccccc1)c1nc2ccccc2[nH]1	1591	2	0.9	-2	-3	1.1	4	12	0.48	2	1
O=C(O)Cn1c(C(F)(F)F)nc2ccccc21	1542	-22	1	1	2	1	-7	4	/	-1	0.9
CN(C)S(=O)(=O)c1cccc(NC(=O)COC(=O)c2cn(-c3ccccc3)nc2-c2ccccc2)c1	1658	4	0.8	1	-2	0.9	-1	18	0.33	-2	1
C/C(=N/NS(=O)(=O)c1ccc(C)cc1)c1ccc(NC(=O)C(F)(F)F)cc1	1593	-3	0.8	-2	9	1	-2	18	0.015	-2	0.9
CCc1ccc(-c2nn(-c3ccccc3)cc2C2SCC(=O)N2Cc2ccco2)cc1 (stereo not given)	1429	/	0.8	-3	9	0.8	3	20	0.0077	3	0.7
Cc1cc(=O)n2ccccc2c1C#N	1517	/	0.9	8	5	1	-1	7	-0.67	-6	1
O=C(/C=C/c1cccc([N+](=O)[O-])c1)N1CCN(c2ccccc2F)CC1	1438	-22	0.9	5	5	0.9	9	12	0.31	-1	1
CCN1CCN(c2cc(C)c3cc(NC(=O)c4ccc(OC)c(OC)c4)ccc3n2)CC1	1706	/	1.5	7	-3	0.9	0	-48	/	2	1.1
CCc1ccc(N2C(=O)c3cc(N4CCOCC4)c([N+](=O)[O-])cc3C2=O)cc1	1500	-3	0.9	-5	-6	1.1	-1	8	0.6	3	1.1
CC(C)c1ccc(NC(=O)CCNS(=O)(=O)c2cccc3nsnc23)cc1	1581	/	0.9	0	5	1	-1	9	0.79	1	1.1
O=S1(=O)CC/C(=N\Nc2ccccc2)c2ccsc21	1564	3	0.9	-5	12	1.8	3	9	-1.2	3	1.6
CCOc1ccc2ccccc2c1C(=O)Nc1cc(=O)n(C)c(=O)n1C	1726	21	1	-2	1	1.1	-4	-3	/	-3	1.1
CC(O)C1C(=O)OC2(C)CC(C)(C)NC(=S)N12 (stereo not given)	1540	/	0.9	1	2	1	0	10	0.15	7	1
O=C(Nc1ccccc1)O/N=C/c1ccncc1	1523	/	1	-13	-6	1.1	2	2	/	-6	1
O=C(NC(=S)Nc1nc(-c2ccccc2)cs1)c1cncc(Br)c1	1473	/	1	-2	-4	1	1	4	0.59	1	1
Cc1ccccc1Nc1nnc(SCC(=O)N(C)C2CCS(=O)(=O)C2)s1 (stereo not given)	1544	-10	1	-2	7	1.2	1	2	0.35	6	1.2
CCOC(=O)Nc1ccc2c(c1)N(C(=O)N(CC)CC)c1ccccc1CC2	1766	0	0.8	3	9	0.9	0	17	-1.6	2	0.9
COc1ccc2oc(C(=O)c3ccccc3)c(NC(=O)CN3CCN(C)CC3)c2c1	1561	-24	0.9	3	2	0.9	-5	14	-1.2	-6	0.9
CCOc1ccccc1OCC(=O)Nc1ccc(S(=O)(=O)N(C)C)cc1	1320	13	1	-8	5	1	0	1	/	-7	1
C=CCN1C(=O)/C(=C/c2ccc(OC(C)=O)c(OCC)c2[N+](=O)[O-])SC1=S	1435	-3	0.6	-11	14	0.6	3	36	0.58	-4	0.6
CC1CCCC(C)N1/N=C/c1ccccc1OC(F)F (stereo not given)	1570	5	1	9	0	1	7	3	/	3	1.1
CCOc1cc(/C=N/O)cc(Cl)c1OC	1513	/	0.9	-2	-2	1.1	-4	8	/	-9	1
COc1ccc(Nc2cc(C)nc3ccccc23)cc1	1496	/	0.8	-4	-9	0.8	6	16	-1.9	1	0.8
C=C(C)C1CC=C(C)/C(=N\NC(=O)CCc2ccccc2)C1 (stereo not given)	1439	2	0.9	8	3	0.9	-3	7	/	6	0.9
C=CCn1c(SCC(=O)Nc2nnc(CC)s2)nnc1-c1ccco1	1427	-9	0.9	-1	1	0.9	-8	8	-0.064	-1	0.9
CCOc1ccc(OCC)c(S(=O)(=O)N2CCC(C)CC2)c1	1506	/	0.9	-3	2	1	1	6	-1.7	-2	0.9
CCOc1cc(CN2CCN(c3ccc(C(C)=O)cc3)CC2)ccc1OC	1498	10	1	1	2	1	-5	1	/	-2	0.9
Cc1cc(C)c(S(=O)(=O)NCC(=O)O)cc1C	1677	/	0.9	5	0	1.1	11	6	1.3	7	1
Clc1ccc(-c2nc(-c3ccccn3)no2)cc1Cl	1374	21	1.1	-2	0	1	-4	-12	/	-2	1
Cc1nn(C)c(C)c1/C=N/NC(=O)C(C)(C)Oc1ccc(Cl)cc1	1490	/	0.8	1	0	0.9	-4	18	1.3	-1	0.9
Fc1cccc(Nc2cc(-n3cccn3)ncn2)c1	1486	4	1	4	4	1	7	1	-1.2	6	1
CC(=O)NC1=NN(C(C)=O)C(C)(c2ccc(C)cc2)S1 (stereo not given)	1509	-1	1	2	2	1	8	4	/	1	0.9
CC(=O)NC(Cc1ccccc1)C(=O)NC1CCN(C(=O)c2cnccn2)CC1 (stereo not given)	1593	-30	0.9	4	31	1	5	6	/	6	0.9
CC(C)(CO)NCc1cc(Br)ccc1OCc1ccccc1	1692	/	0.9	-2	10	0.9	-3	12	-1.3	4	0.9
COC(=O)c1cc(OC)c(OC)cc1NC(=O)c1ccc(OC)cc1	1562	/	0.9	6	-4	1.1	7	7	0.44	6	1
Cn1cccc1/C=N/NC(=O)c1ccc(OC(F)(F)C(F)F)cc1	1559	-4	1	-5	-3	0.9	-4	0	0.34	-2	1
O=c1c(C=NCCCn2ccnc2)c(-c2ccccc2)[nH]n1-c1nc2ccccc2s1	1424	/	0.9	-5	-30	0.8	0	10	-0.37	3	0.8
Cc1ccc2oc(=O)cc(/C=C/c3ccccc3)c2c1	1545	4	0.7	4	1	0.8	-2	27	-0.64	1	0.8
